Anthrax LF inh2: Bacillus anthracis LF protease inhibitors, primary screen, biochemical, multiplex microsphere, MLPCN library | hit rate 0.12% among 360,000 | multiplex microsphere protease cleavage assay | AID 588501, 2011 | inhibition, % at 10 µM; in the data active means inhibition above about 30%; inconclusive means no clear call, values can overlap the other calls; further: plate controls were buffer without enzyme for full effect and enzyme alone for no effect
Target sequence (P15917 whole entry, looked up): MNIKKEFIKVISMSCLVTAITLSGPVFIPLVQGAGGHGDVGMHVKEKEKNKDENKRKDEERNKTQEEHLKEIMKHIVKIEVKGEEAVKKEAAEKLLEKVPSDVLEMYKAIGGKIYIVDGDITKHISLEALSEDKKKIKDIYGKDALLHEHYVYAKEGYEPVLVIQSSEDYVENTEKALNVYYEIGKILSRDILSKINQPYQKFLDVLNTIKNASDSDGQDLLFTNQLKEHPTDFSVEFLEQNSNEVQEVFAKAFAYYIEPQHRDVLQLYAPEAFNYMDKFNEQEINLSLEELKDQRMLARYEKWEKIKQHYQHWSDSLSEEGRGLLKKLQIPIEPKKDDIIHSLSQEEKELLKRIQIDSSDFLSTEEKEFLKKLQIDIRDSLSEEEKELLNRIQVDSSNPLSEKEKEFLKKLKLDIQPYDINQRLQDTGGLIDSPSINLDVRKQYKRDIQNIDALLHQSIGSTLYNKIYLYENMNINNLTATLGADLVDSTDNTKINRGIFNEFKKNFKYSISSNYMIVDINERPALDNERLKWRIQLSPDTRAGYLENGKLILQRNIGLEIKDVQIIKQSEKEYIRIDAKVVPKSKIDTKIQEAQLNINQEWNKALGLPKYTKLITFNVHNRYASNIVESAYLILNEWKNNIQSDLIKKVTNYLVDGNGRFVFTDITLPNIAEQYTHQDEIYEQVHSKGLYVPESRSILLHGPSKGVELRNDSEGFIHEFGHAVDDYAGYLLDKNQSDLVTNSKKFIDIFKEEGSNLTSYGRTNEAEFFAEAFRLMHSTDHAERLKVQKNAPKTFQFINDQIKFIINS
PfHsp40 rescue: rescue of yeast from PfHsp40 toxicity, primary screen, S. cerevisiae, ATP luminescence; hit rate 0.68% among 340,000; S. cerevisiae expressing PfHsp40, growth rescue; growth rescue, % at 12.5 µM; AID 504582, 2011; in the data active means growth rescue above about 28%, passing the limit was not always enough; inconclusive means no clear call, values can overlap the other calls;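 further: yeast W303a lacking pdr1 and pdr3 grown in galactose medium; growth measured after three days at 30 °C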
MazEF act: activators of E. coli MazEF toxin-antitoxin RNase, primary screen, biochemical, fluorescence, uHTS; FAM/BHQ RNA-DNA oligo cleavage fluorescence, 5 h; Endoribonuclease toxin MazF (Escherichia coli (strain K12)), P0AE70; hit rate 0.32% among 350,000; AID 504720, 2011; activation, % at 20 µM; in the data active means activation above about 50%
Yp Topo-I inh: Yersinia pestis topoisomerase I inhibitors, primary screen, biochemical, cleavage product accumulation, plate reader, single point. DNA topoisomerase I (Yersinia pestis CO92). Y. pestis Topo-I cleavage product accumulation. activity, % at 10 µM. hit rate 0.064% among 360,000; in the data active means activity above about 50%, passing the limit was not always enough; inconclusive means no clear call, values can overlap the other calls; further: inactives centre near 2
Rv3671c protease: Rv3671c serine protease inhibitors, primary screen, biochemical, fluorescence polarization, M. tuberculosis H37Rv; AID 2606, 2010; inhibition, % at 5.96 µM; P9WHR9; hit rate 0.048% among 320,000; in the data active means inhibition above about 38%;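 further: extracellular domain of Rv3671c used as enzyme; 0% = enzyme with DMSO and 100% = no enzyme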
VHR inh abs: VHR1 phosphatase inhibitors, primary screen, biochemical, absorbance, uHTS. AID 1654, 2009. recombinant VHR phosphatase, pNPP absorbance. Dual specificity protein phosphatase 3 (Homo sapiens), P51452. hit rate 0.52% among 290,000. inhibition, % at 13.3 µM; in the data active means inhibition above about 50%; further: some compounds called inactive have numbers as strong as hits
Target sequence (P51452 whole entry, looked up): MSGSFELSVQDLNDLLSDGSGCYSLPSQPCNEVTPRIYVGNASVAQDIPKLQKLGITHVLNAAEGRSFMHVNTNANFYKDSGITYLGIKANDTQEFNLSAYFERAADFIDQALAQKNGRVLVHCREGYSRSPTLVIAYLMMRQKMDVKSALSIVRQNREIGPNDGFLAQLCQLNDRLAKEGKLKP
TcdB GH inh: TcdB glycohydrolase inhibitors, primary screen, biochemical, single point, plate reader; Toxin B (Clostridioides difficile), P18177; TcdB glycohydrolase enzymatic assay; inhibition, % at 9.99 µM; hit rate 0.24% among 350,000; AID 652162, 2013; in the data active means inhibition above about 10%
SSB-PriA inh: inhibitors of Klebsiella pneumoniae PriA binding to SSB C-terminal tail, primary screen, biochemical, AlphaScreen; inhibition, % at 33 µM; hit rate 0.6% among 430,000; AlphaScreen SSBct-PriA binding, biotinylated peptide; in the data active means inhibition mostly above about 37%, no sharp cut-off; inactive means mostly below about 20%;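 further: plate controls were negative control peptide for no effect and reference peptide for full effect; strong numbers were not always called active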
SARS 3CLpro inh: SARS-CoV 3CLpro protease inhibitors, primary screen, biochemical, quenched FRET. Replicase polyprotein 1ab (Severe acute respiratory syndrome coronavirus), P0C6X7. recombinant SARS-CoV 3CLpro, quenched FRET peptide cleavage. inhibition, % at 6 µM. hit rate 0.14% among 290,000. AID 1706, 2009; in the data active means inhibition above about 12%
BH1578 lux ind: inducers of Vibrio cholerae quorum light production without autoinducers, primary screen, BH1578 luxS cqsA deficient, single point; activation, % at 18.7 µM; V. cholerae BH1578 lux reporter, luminescence, 6 h; hit rate 0.16% among 350,000; AID 588436, 2011; in the data active means activation mostly above about 9.7%, no sharp cut-off; inconclusive means no clear call, values can overlap the other calls; inactive means mostly below about 3.7%; further: not every result past the cut was called active; inactives centre near 0; reference of the scale not given here
* = called active by the depositor; i = inactive; ? = inconclusive; nt = not tested or not shown. Not all compounds are listed; count on the stated rates, not on these rows.

SMILES	Anthrax LF inh2	PfHsp40 rescue	MazEF act	Yp Topo-I inh	Rv3671c protease	VHR inh abs	TcdB GH inh	SSB-PriA inh	SARS 3CLpro inh	BH1578 lux ind
Cc1nc(C)c(C(=O)N/N=C/c2cn(C)c3ccccc23)s1	5	-1.5	9	0	0	14	nt	nt	-2	-0.4
CC1(C(=O)Nc2ccc3nc[nH]c3c2)CCN1C(=O)c1ccccc1CCc1ccccc1 (stereo not given)	-5	nt	nt	26	nt	nt	2.1	nt	nt	-0.5
COc1ccc(C2/C(=C(/O)c3ccccc3)C(=O)C(=O)N2CC(C)O)c(OC)c1 (stereo not given)	nt	-2.3	-6	-5	4	30	nt	nt	0	-0.2
CCn1nc(C)cc1Nc1ccccc1	0	-0.7	8	-8	-4	-14	nt	-17	0	-0.6
Cc1ccc(CNC(=O)CN2C(=O)CSc3ccc(S(=O)(=O)N4CCCCC4)cc32)cc1	2	0.2	-2	30	2	7	1.9	-9	2	i
CC(C)NC(=O)CN1CCC(c2ccccc2)C(O)C1 (stereo not given)	0	1.8	-8	0	4	10	0.0	-12	0	-0.8
O=S(=O)(NCc1ccccc1)c1cccc2nsnc12	-4	-1.5	-11	-2	1	-23	1.5	-5	0	-0.3
Cc1ccc(Cl)cc1N1CCN(C(=O)Cc2c(C(=O)O)[nH]c3ccccc23)CC1	-1	2.8	7	-1	3	-8	-0.2	-4	-2	-0.6
O=C(NNC(=O)c1ccccc1F)c1ccc(S(=O)(=O)N2CCCC2)cc1	0	-0.5	3	-2	-1	nt	-0.8	-6	nt	-0.8
COc1cc(CN/C(C)=C(\C#N)C(N)=O)cc(OC)c1OC	-4	-1.8	0	3	-2	6	nt	-13	3	-0.6
CC(=O)Nc1ccc(NC(=O)COC(=O)CCc2nc3ccccc3s2)cc1	-8	0.1	6	-7	-11	22	1.7	-17	1	-0.1
O=C(Nc1ccc(N2CCOCC2)cc1N1CCOCC1)c1ncoc1-c1cccc(F)c1	3	1.1	-4	19	-2	-15	-0.3	-17	5	i
CCOc1ncc(S(=O)(=O)N2CCN(CC)CC2)cc1C(=O)O	3	-0.6	1	-2	-6	10	0.8	0	-4	-0.4
Cc1ccc(S(=O)(=O)NC(=NCC(=O)O)c2ccc(F)cc2)cc1	-1	-1.5	6	-2	-6	24	nt	5	-2	-0.2
O=C(NCc1ccc(N2CCCC2=O)cc1)c1cc(COc2c(F)cccc2F)on1	0	1.0	-3	28	1	-6	1.8	9	2	0.6
CC(=O)SCC[N+](C)(C)C	0	-0.8	4	1	1	6	0.6	-3	nt	i
Cc1[nH]c2ccccc2c(=O)c1CN(C)Cc1ccccc1	-5	-0.6	6	5	0	6	-1.4	-11	-11	-1.4
Cc1nnc(Sc2nc3ccccc3o2)c2ccccc12	1	-1.6	6	0	5	5	nt	3	-7	-0.6
CC(=O)C1C(c2cccc(F)c2)c2c(n[nH]c2C)CC1(C)O (stereo not given)	-4	-1.2	8	3	8	-24	0.5	-9	5	i
CN(C)S(=O)(=O)c1ccc(C(=O)NC(=O)CSc2nnnn2C)cc1	0	-0.8	4	3	5	nt	0.8	-4	nt	-0.8
CC(=O)Nc1ccc(S(=O)(=O)NCc2ccc3[nH]c(C)cc3c2)cc1	-39	-0.5	2	-13	-4	-2	-2.0	38	-1	-1.2
Cc1ccc(-n2ncc3c(NCC4CCCO4)ncnc32)c(C)c1 (stereo not given)	3	-0.4	5	-3	-3	13	nt	-17	0	-0.4
COc1ccc(S(=O)(=O)N2CCOCC2)cc1NC(=O)c1c(C)noc1C	-4	nt	3	3	nt	nt	0.2	nt	nt	-0.5
NC(=O)N/N=C/c1ccc2cccc(OCc3ccccc3)c2n1	-23	nt	7	18	-9	-6	0.1	i	-2	-0.5
CC(=O)c1cc2c(cc1NC(=O)c1ccc(C)cc1)OCCO2	-4	1.1	4	12	7	19	1.1	-8	3	i
Carrying on.
SMILES	Anthrax LF inh2	PfHsp40 rescue	MazEF act	Yp Topo-I inh	Rv3671c protease	VHR inh abs	TcdB GH inh	SSB-PriA inh	SARS 3CLpro inh	BH1578 lux ind
Cc1ccc(C)c(OCC(=O)N2CCN(C(=O)c3ccco3)CC2)c1	-6	4.5	-3	3	3	-5	1.2	-2	2	-0.6
O=C(N/C(=C/C=C/c1ccccc1)C(=O)N1CCOCC1)c1ccccc1Br	-2	0.0	-8	4	-5	-18	-0.1	-11	-1	-0.3
C/C(=N\NS(=O)(=O)c1ccc(C)c([N+](=O)[O-])c1)c1ccc2c(c1)OCO2	-3	0.8	3	-10	13	8	-3.5	nt	5	0.0
C[C@@H]1NC(=O)[C@H](CCC(N)=O)NC(=O)c2cc([N+](=O)[O-])cc(I)c2NCC[C@@H](C(N)=O)NC1=O	nt	nt	7	nt	-3	0	nt	-2	4	nt
COc1cccc(N2CC(C(=O)Nc3nnc(SCCC4OCCO4)s3)CC2=O)c1 (stereo not given)	2	0.9	-3	19	-6	6	0.6	-6	4	i
CC(CCc1ccccc1)OS(N)(=O)=O (stereo not given)	1	-1.0	5	3	-5	17	2.0	1	-10	-0.6
O=C(CCC(=O)c1cccs1)Nc1nc2ccccc2s1	3	1.4	3	0	-1	nt	1.5	-4	nt	i
NC(=S)N/N=C/c1cccc(O)c1O	-4	3.8	-2	3	23	33	0.0	nt	4	i
COc1cc2c(cc1NC(=O)CSc1nnc(COc3ccc(Cl)cc3)n1C)oc1ccccc12	-6	-0.7	-12	39	-25	30	nt	-5	2	i
Cc1cccc(C)c1NC(=O)CCCn1nc(C)c2c(C)n(-c3ccccc3)nc2c1=O	1	-1.3	-3	4	1	23	0.1	5	-3	-0.2
CCOC(=O)C(=O)Nc1nnc(CCc2ccccc2)s1	0	0.4	-14	-2	-4	-9	nt	-16	4	7.9
O=C(CSc1nnc(-c2ccco2)o1)Nc1cccc([N+](=O)[O-])c1	-4	1.1	7	0	-1	19	0.7	-10	-4	1.0
COC(=O)N1CCCCC1c1cc(C(=O)NCc2ccc(F)cc2)no1 (stereo not given)	-4	nt	nt	7	nt	nt	1.4	nt	nt	-0.4
CN1CCN(c2ccc(Cl)cc2NC(=O)CN2C(=O)NC(C)(c3ccccc3)C2=O)CC1 (stereo not given)	4	-0.8	1	-18	2	nt	0.7	-2	nt	-0.3
CCC(=O)Nc1nc2ccccc2n1Cc1ccccc1	-1	-0.6	-2	1	-2	4	nt	-2	8	-2.9
CC(C)(C)OC(=O)NNC(=O)C12CC3CC(CC(C3)C1)C2	-2	-0.2	-2	-5	7	5	0.5	-1	2	i
COc1ccc(Cl)cc1NS(=O)(=O)c1cccc(C(=O)NCC(c2ccco2)N(C)C)c1 (stereo not given)	2	?	0	-6	-2	24	0.4	-6	3	-1.8
CCCCNC(=O)c1cc2n(n1)C(C(F)(F)F)CC(c1ccccc1)N2 (stereo not given)	0	-0.2	-7	15	5	-15	nt	-1	0	2.9
Cc1cc(N2C(=O)C(O)=C(C(=O)c3cc4ccccc4o3)C2c2ccc(Br)cc2)no1 (stereo not given)	0	-0.1	3	1	-9	-25	2.0	-12	-8	i
COC(=O)c1ccccc1NC(=O)Nc1ccc(Br)cn1	5	-0.5	5	2	5	33	-0.6	-9	2	-0.2
CCOC(=O)C1=C(c2ccccc2)NC(=S)NC1C (stereo not given)	0	0.1	12	-1	-8	21	nt	-2	0	i
Cc1cc(C)cc(C(=O)OCC(=O)N2CCCC2)c1	-11	1.0	7	5	9	0	0.6	-5	7	-0.5
CCOc1ccccc1NC(=O)CN(C)S(=O)(=O)c1ccc2[nH]c(=O)oc2c1	3	0.0	-2	-4	-5	-3	1.7	1	2	-0.9
NC(=O)c1ccc(NC(=O)COC(=O)/C=C/c2ccc3c(c2)OCO3)cc1	1	-0.3	0	7	-8	1	-0.3	-1	1	i
COc1ccc(/C=c2\sc3nc(-c4ccccc4OC)nn3c2=O)c(OC)c1	-19	0.3	11	13	-3	-4	nt	nt	-2	nt
The results go on.
SMILES	Anthrax LF inh2	PfHsp40 rescue	MazEF act	Yp Topo-I inh	Rv3671c protease	VHR inh abs	TcdB GH inh	SSB-PriA inh	SARS 3CLpro inh	BH1578 lux ind
O=[N+]([O-])c1cc2c(cc1CN1CCN(c3ccccc3)CC1)OCO2	-2	-0.1	7	-2	1	20	1.1	18	1	i
N#C/C(=C/c1ccc(N2CCCCC2)o1)c1cccc(F)c1	-8	-1.3	-2	-5	-4	27	0.4	0	-6	i
Cc1ccc(Cl)cc1NC(=O)CSc1nnc(C)n1-c1ccccc1	-11	-1.6	0	19	2	-14	nt	-4	1	i
CCOC(=O)c1c(-c2ccccc2)csc1NC(=O)CSc1nnnn1C	-2	-0.4	-1	42	-5	-1	nt	2	5	-12
COc1ccc(/C=C2\SC(=O)N(CCNC(=O)C3CSC4(C)CCC(=O)N34)C2=O)cc1 (stereo not given)	9	-0.6	1	20	-1	nt	2.0	-12	nt	i
CS(=O)Cc1cc(Sc2ccccc2)nc(-c2ccncc2)n1 (stereo not given)	-2	-0.8	1	0	-6	20	2.5	1	2	-0.2
Cc1ccc(OCCSc2nc3ccccc3n2CCC(=O)O)cc1	16	0.5	11	4	-2	2	-0.2	-5	3	1.9
CCCS(=O)(=O)N1CCCC(C(=O)NCCCN2CCCC2=O)C1 (stereo not given)	-5	-0.6	-2	-1	3	17	0.3	-27	3	nt
CN(C)CCCN(C(=O)c1ccc(S(=O)(=O)N(C)C)cc1)c1nc2cc3c(cc2s1)OCO3	-2	-0.8	11	-12	4	22	0.0	0	-2	-0.3
Cc1c(Cl)cccc1NC(=S)N(Cc1cccs1)C1CCCC1	-7	0.0	2	11	4	10	0.1	-2	5	-0.7
Cc1ccc(NC2=NCC(=O)N2C2CCCC2)cc1	1	0.6	3	1	-2	27	0.4	-10	0	-0.3
O=C(CCCc1cccs1)N1CCN(S(=O)(=O)c2ccccc2Br)CC1	nt	2.2	-4	41	-5	-7	nt	-16	-2	i
Cc1ccccc1C(=O)Nc1nnc([C@@H]2C[C@H](O)[C@@H](CO)O2)s1	-2	nt	nt	-9	nt	nt	0.1	nt	nt	-2.6
Nc1ccc(NC(=O)c2cccs2)c(Cl)c1	-5	1.3	4	5	-12	3	1.5	-13	-1	i
Cc1c(NC(=O)COC(=O)CCC(=O)c2ccc(Cl)cc2)c(=O)n(-c2ccccc2)n1C	3	-0.6	21	8	-8	22	1.0	8	3	-0.5
CCN1CCN(CCC(=O)Nc2ccc(F)c(F)c2)CC1	-12	-1.3	8	-20	6	5	0.7	6	3	-0.3

High-throughput results: PubChem BioAssay, several laboratories
